High-throughput results deposited in PubChem by several laboratories.
LYP phosphatase – inhibitors of LYP phosphatase, biochemical, fluorescence intensity, uHTS (AID 1779); Tyrosine-protein phosphatase non-receptor type 22 (Homo sapiens); recombinant LYP phosphatase, fluorescence intensity; higher % means a stronger effect; inhibition, % at 11.5 µM, or IC50 in µM where a hit was titrated; 0.054% of 290,000 active;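 further: plate controls were vehicle with enzyme for no effect and no enzyme for full effect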
CSM14.1 death rescue – rescue of cells from ER stress-induced death, primary screen, 384-well, CSM14.1, thapsigargin, ATP luminescence (AID 1222); cellular ATP content (survival), % at 20 µM; hits with a dose series show EC50 in µM; CSM14.1 thapsigargin-induced death rescue, ATP luminescence; higher % means a stronger effect; 190,000 tested, under 10 active;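 active means EC50 below 50 µM in the dose-response confirmation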;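 further: death triggered by thapsigargin at about 15 µM added after 2 h compound pretreatment; cell ATP read after overnight thapsigargin exposure of roughly 18 to 22 hours; normalized against plate controls of thapsigargin alone and 5% DMSO vehicle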
TNAP activators – human TNAP enzyme activators, primary screen, biochemical, luminescent, no phosphate acceptor, uHTS (AID 1001); purified TNAP, luminescent activation assay, no phosphate acceptor; higher activation fold means a stronger effect; Alkaline phosphatase, tissue-nonspecific isozyme (Homo sapiens); one-dose activation fold at 20 µM; EC50 in µM for titrated hits; 0.03% of 200,000 active; in the data active means activation fold from about 3, or a potency from the dose series; inactive means the rest, 99 in 100 with activation fold below about 1.6; further: many of its hits are not listed in these tables
Myeloid diff MLP – induction of myeloid progenitor differentiation, primary screen, cell-based, flow cytometry, MLPCN library. 1% of 360,000 active. ER-HoxA9 myeloid progenitors, lysozyme-GFP differentiation. calls only at 10 µM;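 active means normalized GFP-positive differentiation at or above the plate's own cutoff, the solvent-only control mean plus 3 SD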;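 further: cells exposed to compound for four days before flow analysis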
P. falciparum M17LAP – P. falciparum M17LAP inhibitors, primary screen, biochemical, fluorogenic H-Leu-NHMec substrate, 1536-well (AID 1619); Leucine aminopeptidase (Plasmodium falciparum (isolate 3D7)); 0.38% of 220,000 active; inhibition, % at 30 µM; hits with a dose series show IC50 in µM; recombinant M17LAP, H-Leu-NHMec fluorogenic kinetic assay; higher % means a stronger effect;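 active means compound inhibiting the enzyme by more than half at any dose during confirmatory dose-response retesting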;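 further: plate controls were full reaction with DMSO carrier for no effect and no enzyme background for full effect; strong numbers were not always called active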
human PMI inhibition – inhibitors of human PMI, primary screen, biochemical, fluorescence intensity, coupled assay (AID 1209); purified PMI enzyme, coupled fluorescence intensity; higher % means a stronger effect; inhibition, % at 20 µM, or IC50 in µM where a hit was titrated; 0.42% of 190,000 active;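 further: plate controls were DMSO vehicle for no effect and wells lacking substrate for full effect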
human PMI inhibitors – human PMI inhibitors, high substrate, primary screen, biochemical, fluorescence intensity, high mannose 6-phosphate (AID 1220) | Mannose-6-phosphate isomerase (Homo sapiens) | recombinant PMI enzyme, coupled fluorescence intensity; higher % means a stronger effect | inhibition, % at 20 µM; hits with a dose series show IC50 in µM | 0.66% of 190,000 active
XIAP displacement – XIAP antagonists, biochemical, IAP family, fluorescence polarization (AID 1018); 0.007% of 200,000 active; E3 ubiquitin-protein ligase XIAP (Homo sapiens); displacement, % at 20 µM; hits with a dose series show IC50 in µM; XIAP BIR domain, fluorescence polarization peptide displacement; higher % means a stronger effect; in the data active means displacement above about 50%; further: a part of the inactive calls stands beside numbers as strong as those of hits
P. falciparum M1AAP – P. falciparum M1AAP inhibitors, biochemical, fluorogenic H-Leu-NHMec substrate, 1536-well (AID 1445) | Aminopeptidase N (Plasmodium falciparum (isolate 3D7)) | recombinant M1AAP, H-Leu-NHMec fluorogenic kinetic assay; higher % means a stronger effect | inhibition, % at 30 µM; hits with a dose series show IC50 in µM | 0.42% of 220,000 active;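 active means primary inhibition above the hit cutoff, then over 50% inhibition at one or more dose response concentrations, cut at about 23% in these data, passing the limit was not always enough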;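 further: plate controls were DMSO full reaction for no effect and no enzyme background for full effect; strong numbers were not always called active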
Myeloid diff MLP GFP+ MAC1+ % – second read-out of Myeloid diff MLP, no call of its own (marks repeat the call); GFP+ MAC1+ double positive, %; measured here: differentiation confirmed by MAC1 staining
Active calls of the source: *; i = inactive; . = no result given. Unless noted, no stated cut-off is given here; in the data, active means inhibition above about 50%; inactive means the rest.

SMILES	LYP phosphatase	CSM14.1 death rescue	TNAP activators	Myeloid diff MLP	Myeloid diff MLP GFP+ MAC1+ %	P. falciparum M17LAP	human PMI inhibition	human PMI inhibitors	XIAP displacement	P. falciparum M1AAP
CCCc1nc(SCC(=O)c2ccc(OC)cc2)c2c(=O)n(C)c(=O)n(C)c2n1	7%	-2.9%	1.1	.	.	.	-1%	-2%	-2.9%	.
CC1CC(C)CN(C(=S)Nc2ccc3nc4n(c(=O)c3c2)CCCCC4)C1 (stereo not drawn)	-5%	-2.2%	1.1	i	0.3	-25%	4%	-8%	-4.4%	8%
Nc1ccc(N2CCCCC2)cc1N1CCCCC1	-6%	1.2%	1	i	0.5	12%	62%*	46%	-3.6%	8%
O=C(CCc1ccccc1)Nc1nc2n(n1)C(c1ccc(Cl)cc1)CC(=O)N2 (stereo not drawn)	0%	0.2%	1.1	i	0.7	9%	16%	11%	-6.3%	-2%
COCCn1c(=S)[nH]c2ccc(N(C)C)cc2c1=O	-10%	-1.2%	1.1	i	0.6	-11%	-10%	-4%	-6.4%	12%
O=C(CN(C(=O)c1cccc([N+](=O)[O-])c1)C1CCCCC1)Nc1ccc(Cl)c([N+](=O)[O-])c1	1%	-2.0%	1.1	i	0.6	-9%	-2%	3%	0.4%	2%
C=C(C)Cn1c(COc2ccccc2)nnc1SCC(=O)O	-4%	-0.3%	1.1	i	1.1	13%	1%	-5%	1.6%	1%
CCOC(=O)C1CCCN(c2c(NCCc3ccc(Cl)cc3)c(=O)c2=O)C1 (stereo not drawn)	-5%	.	.	i	0.3	-7%	.	.	.	-2%
CCOC(=O)CC1C(=O)NCCN1C(=O)c1cccc(C(F)(F)F)c1 (stereo not drawn)	-4%	1.2%	1.1	i	0.7	-10%	0%	1%	-2.0%	-3%
O=c1c2cnn(-c3ccccc3)c2nc(-c2cccs2)n1-c1ccc(Br)cc1	-1%	-0.7%	1.1	i	0.4	0%	-2%	-1%	-4.7%	1%
CSc1nnc(SCC#N)s1	-3%	.	.	i	0.3	-4%	.	.	.	-6%
CCOC(=O)N1CCC(NC(=O)CSCc2nc(-c3ccc(OC)c(OC)c3)oc2C)CC1	-4%	-0.5%	1.1	i	1.9	1%	7%	10%	0.5%	6%
Fc1ccc(-c2onc3ccc(C4OCCO4)cc23)cc1	2%	0.7%	1.1	i	1.5	3%	-6%	1%	-3.8%	3%
Cc1n[nH]c(C)c1S(=O)(=O)N(CC(=O)Nc1ccc2c(c1)OCCO2)c1ccc(C(C)C)cc1	-2%	-0.9%	0.9	i	2.1	5%	0%	-4%	-0.2%	-1%
CC(C)(C)NC(=O)Cn1c(=O)oc2cc(S(=O)(=O)N3CCc4ccccc43)ccc21	-2%	-0.8%	0.9	i	2.2	-2%	1%	2%	-2.1%	3%
Cc1ccc(Cl)cc1NC(=O)C1CC(=O)Nc2ncnn21 (stereo not drawn)	-5%	.	.	i	0.9	-8%	.	.	.	-2%
Cc1c(C(=O)NCc2ccccc2)oc2c1C(=O)CCC2	-5%	-1.0%	1	i	1.0	-13%	6%	20%	-7.2%	8%
O=C(CSc1ccc(-c2cccnc2)nn1)c1ccc([N+](=O)[O-])cc1	-4%	2.3%	1.1	i	0.0	11%	-38%	-67%	0.3%	3%
COC(=O)C1(C(=O)OC)Sc2ccccc2C1=O	-7%	-1.3%	1.1	i	0.7	1%	4%	-1%	-2.6%	5%
Cc1nc(-c2ccncc2)sc1C(=O)Nc1ccc(Br)cc1	1%	0.2%	1.1	i	0.2	-5%	0%	8%	-2.9%	6%
CCC(C)NC(=O)CSc1nnc(-c2cc(-c3ccc(C)cc3)nc3ccccc23)n1N (stereo not drawn)	-7%	-1.9%	1.1	i	1.0	-12%	4%	-1%	-5.4%	-3%
CN(C)C(=O)c1ccc(-c2cc(C(F)(F)F)n(C)n2)s1	-8%	.	.	i	0.5	-10%	.	.	.	-11%
CCn1c(CSc2nc(C)cc(C)n2)nnc1SCC(=O)Nc1cccc2ccccc12	-6%	-0.3%	1.1	i	5.4	12%	12%	7%	-4.3%	1%
O=C1CN(C(=O)COC(=O)/C=C/c2ccc(OC(F)F)cc2)c2ccccc2N1	-5%	-5.8%	1	i	0.1	-9%	8%	4%	-1.3%	10%
CCOc1cc(CNC2CCCC2)cc(Cl)c1OCc1ccc(F)cc1	3%	-4.0%	1	i	25	-1%	-13%	-13%	-2.8%	3%
CCC(c1nnnn1C(C)(C)CC)N(CCCN1CCOCC1)Cc1cc2cccc(C)c2[nH]c1=O (stereo not drawn)	2%	1.5%	0.9	i	8.1	13%	11%	9%	-4.1%	7%
S=c1[nH]nc(COc2ccc(Cl)cc2)o1	-9%	-2.8%	1.1	i	1.5	7%	1%	-7%	-3.4%	3%
O=C(Nc1cccc(-c2csc(Nc3ccc(Cl)cc3)n2)c1)c1cccc(C(F)(F)F)c1	-4%	.	.	i	1.1	-5%	.	.	.	0%
O=c1oc2ccccc2c2oc3cc(O)c(O)cc3c12	6%	.	.	i	0.6	2%	.	.	.	23%
Cc1ccc(C)c(NC(=O)c2cc(-c3ccccc3)nn2-c2ccccc2)c1	-1%	12%	1.1	i	0.6	-3%	24%	18%	-3.4%	-5%
N#CC1=C(N)Oc2cc(O)ccc2C1c1ccncc1 (stereo not drawn)	-5%	2.1%	1	i	0.4	0%	14%	12%	-18%	-5%
C/C=C/c1ccc(OCCCNC2CCCC2)c(OC)c1	-7%	12%	1.1	i	0.8	-8%	5%	9%	-0.7%	-4%
CC1CC(=O)Nc2ccccc2N1C(=O)Nc1ccc(F)cc1F (stereo not drawn)	-1%	.	.	i	0.9	0%	.	.	.	-4%
C=CCNc1nc(Cl)nc(Nc2ccc(OC)cc2OC)n1	6%	4.6%	1	i	0.1	1%	3%	5%	3.2%	9%
COc1ccccc1CC1(C)NC(=O)N(CC(=O)N2CC(C)OC(C)C2)C1=O (stereo not drawn)	-3%	-2.2%	1.1	i	4.8	-6%	1%	10%	-0.5%	5%
CCOC(=O)N1N=C(CC)CC1(O)C(F)(F)F (stereo not drawn)	-3%	0.2%	1.1	i	0.0	3%	-1%	2%	-3.7%	3%
Cc1c(NC(=O)CN2C(=O)c3cccc4cccc2c34)c(=O)n(-c2ccccc2)n1C	0%	-1.4%	1.1	i	1.3	29%	6%	2%	-1.5%	6%
CCCn1c(SCC(=O)C(C)(C)C)nc2ccccc21	-4%	11%	1.1	i	0.3	18%	8%	-8%	-2.8%	2%
COc1ccc(N2CC(C)Cn3c2nc2c3c(=O)n(Cc3ccc(C)cc3)c(=O)n2C)c(OC)c1 (stereo not drawn)	6%	0.8%	1	i	0.2	1%	24%	43%	-14%	1%
CCc1ccc2c(c1)c1nnc(NN)nc1n2CC	7%	-6.0%	0.8	i	0.2	2%	6%	-11%	-4.1%	0%
N#Cc1ccc(Oc2cccnc2)cc1C#N	-7%	-0.9%	1.1	i	0.7	3%	2%	0%	-3.0%	2%
COc1cc(C2C(C(=O)c3ccco3)=C(O)C(=O)N2c2cc(C)on2)cc(Br)c1O (stereo not drawn)	-7%	-0.7%	1.1	i	0.8	40%	12%	14%	-0.2%	7%
Cc1cc(C)c2c(C)c(C(=O)NCc3ccc(S(N)(=O)=O)cc3)oc2c1	-12%	0.3%	1.1	i	0.9	0%	0%	-3%	-4.7%	-1%
CCOc1ccccc1NC(=O)N1CCC(c2nc3ccccc3[nH]2)CC1	-4%	-0.9%	1.1	i	6.6	8%	8%	-2%	-0.6%	4%
COc1cc(/C=C2\SC(=S)N(Nc3ccccc3)C2=O)ccc1O	0%	-2.3%	0.6	i	0.5	3%	18%	22%	-5.9%	14%
CCc1ccc(NC(=S)N(Cc2ccccc2)Cc2ccccn2)cc1	9%	-0.3%	1.2	i	0.3	10%	0%	8%	-3.8%	9%
Cc1cc(C)c2nc(Nc3nc(-c4ccccc4)cc(=O)[nH]3)nc(C)c2c1	-7%	.	.	i	0.3	13%	.	.	.	-2%
CCC(=O)N1c2ccccc2NC2=C(C(=O)CCC2)C1c1ccccc1 (stereo not drawn)	-2%	1.6%	1.1	i	6.1	25%	4%	2%	-5.4%	6%

Shown as a hit in human PMI inhibition, among the entries above:
| compound | LYP phosphatase | TNAP activators | Myeloid diff MLP GFP+ MAC1+ % | P. falciparum M17LAP | human PMI inhibition | human PMI inhibitors | XIAP displacement | P. falciparum M1AAP |
| --- | --- | --- | --- | --- | --- | --- | --- | --- |
| Nc1ccc(N2CCCCC2)cc1N1CCCCC1 | -6% | 1 | 0.5 | 12% | 62%* | 46% | -3.6% | 8% |

Remaining list, next part.
SMILES	LYP phosphatase	CSM14.1 death rescue	TNAP activators	Myeloid diff MLP	Myeloid diff MLP GFP+ MAC1+ %	P. falciparum M17LAP	human PMI inhibition	human PMI inhibitors	XIAP displacement	P. falciparum M1AAP
Cc1ccc(Cn2c(N)c(S(=O)(=O)c3cccs3)c3nc4ccccc4nc32)cc1	-6%	-1.2%	1.1	i	2.6	-16%	8%	19%	-2.2%	-8%
Cc1c(NC(=S)N/C(=N/S(=O)(=O)c2ccc(Cl)cc2)c2ccccc2)c(=O)n(-c2ccccc2)n1C	-2%	.	.	i	0.4	9%	.	.	.	4%
COc1ccc2[nH]c(C(=O)Nc3cccc(C)n3)cc2c1	-6%	.	.	i	0.1	-6%	.	.	.	3%
CCN(CC(=O)NCc1ccc(F)cc1)Cc1cc(=O)n2ccsc2n1	-4%	.	1.1	i	0.3	0%	-30%	-17%	-6.3%	9%
COC(=O)c1[nH]c2cc(C)ccc2c1NC(=O)CN1CCN(c2ccccc2OC)CC1	5%	0.0%	1.1	i	0.9	6%	-5%	-19%	-1.8%	5%
CCc1ccc(NC(=O)C2(c3ccccc3)CC2(Cl)Cl)cc1 (stereo not drawn)	-1%	-0.7%	1.1	i	0.4	3%	11%	11%	-1.2%	15%
COc1cc(C(=O)NCc2ccc(C(=O)NCC(OC)OC)cc2)cc(OC)c1OC	-7%	0.1%	1	i	0.5	10%	-10%	-6%	-3.8%	2%
O=C(CC1Sc2ccccc2NC1=O)NCc1cccc(Cl)c1 (stereo not drawn)	2%	-1.0%	1	i	0.5	0%	-3%	-3%	-26%	3%
CC(C#CCN1CCCCC1)OCCOCc1ccccc1 (stereo not drawn)	-5%	3.9%	1	i	1.0	2%	-21%	-14%	-1.9%	11%
Cc1cc(C)c(C(=O)CSc2nnc(N)s2)cc1C	-4%	.	.	i	0.1	5%	.	.	.	4%
Nc1cc(=O)[nH]c(SCc2nnnn2-c2ccc(Cl)cc2)n1	3%	-2.5%	1	i	0.3	5%	9%	-2%	-2.6%	14%

Compounds as they come; overall some 2.7% were active at least once.
